Source: PubChem (Sanford-Burnham Center for Chemical Genomics)
NALP3 yeast inh: NALP3 inhibition in yeast; Yeast reconstituted NLRP3/ASC/caspase-1, beta-gal luminescence, 24 h; inhibition, % at 10 µM; 0.39% of 330,000 active;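 active = inhibition of 50% or more; inactive = inhibition below 50%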;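 also: plate controls were induced DMSO wells for no effect and uninduced yeast grown without galactose for full effect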
hIAP activ: increases human intestinal alkaline phosphatase activity; purified human IAP, CDP-Star luminescence, 30 min; active compounds read high; 1 = vehicle-only enzyme, 0 = enzyme-free background; activation factor at 10 µM; P09923; 0.16% of 330,000 active;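 active = activation factor of the enzyme at least 2-fold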; also: the source names both 10 and 20 µM as test concentration; values of inactives mirror those of a sister screen read the other way
Target sequence (P09923 whole entry, looked up): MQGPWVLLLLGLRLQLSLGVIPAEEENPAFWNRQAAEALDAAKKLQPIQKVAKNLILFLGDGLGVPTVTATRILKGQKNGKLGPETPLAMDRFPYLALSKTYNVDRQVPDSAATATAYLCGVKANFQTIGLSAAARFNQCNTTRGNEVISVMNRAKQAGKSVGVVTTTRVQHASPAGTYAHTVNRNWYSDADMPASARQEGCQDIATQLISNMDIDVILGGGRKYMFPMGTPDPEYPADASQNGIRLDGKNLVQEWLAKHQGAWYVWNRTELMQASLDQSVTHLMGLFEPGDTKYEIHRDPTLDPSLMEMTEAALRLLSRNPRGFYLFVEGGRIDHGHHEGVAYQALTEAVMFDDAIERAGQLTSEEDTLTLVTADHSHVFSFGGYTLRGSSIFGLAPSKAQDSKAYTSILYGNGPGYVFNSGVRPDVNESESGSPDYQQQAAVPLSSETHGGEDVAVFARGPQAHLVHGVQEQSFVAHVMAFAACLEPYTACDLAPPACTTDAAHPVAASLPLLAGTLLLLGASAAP
hIAP inh: blocks human intestinal alkaline phosphatase | 0.12% of 330,000 active | AID 2544 | P09923 | purified IAP, CDP-Star luminescence, 30 min | inhibition, % at 10 µM;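 active = inhibition reaching a set limit with compound at 10 µM in the primary screen, cut at about 35% in these data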;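 also: plate controls were DMSO wells with enzyme for no effect and no-enzyme buffer wells for full effect; values of inactives mirror those of a sister screen read the other way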
MIN6 prolif: induces beta-cell replication in MIN6 cells. MIN6 cells proliferation, ATPlite luminescence, 48 h; cells starved in 0.2% serum; 100% = growth in 10% serum. proliferation, % at 10 µM. 0.29% of 330,000 active. AID 2380;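 active = compounds whose signal lies at least 3.5 SD above the mean of all wells on their plate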;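 also: 0% = DMSO-treated cells in low-serum medium and 100% = 10% serum control; some compounds called inactive have numbers as strong as hits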
A3G deaminase: inhibitors of human APOBEC3G DNA deaminase. Q9HC16. recombinant A3G, ssDNA deamination FAM/TAMRA fluorescence. 0.28% of 330,000 active. inhibition, % at 20 µM;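 active = inhibition of at least 40% at 20 µM, with no more than 30% in the related APOBEC3A deaminase screen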;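 also: plate controls were DMSO wells with A3G for no effect and wells lacking A3G enzyme for full effect; some compounds called inactive have numbers as strong as hits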
SENP1 FRET inh: SENP1 (human) catalytic domain inhibition | inhibition, % at 10 µM | 0.21% of 360,000 active | recombinant SENP1 catalytic domain, CyPet-SUMO1-YPet FRET cleavage | Q9P0U3 | AID 624204;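 active = inhibition at least 30% at 10 µM, raw YFP signal under a set limit, fluorescence ratio 0.5 to 1.5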;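 also: 0% = enzyme with DMSO and 100% = no enzyme wells; some results filed as inactive read as strong as hits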
Target sequence (Q9P0U3 419-644 limits assumed): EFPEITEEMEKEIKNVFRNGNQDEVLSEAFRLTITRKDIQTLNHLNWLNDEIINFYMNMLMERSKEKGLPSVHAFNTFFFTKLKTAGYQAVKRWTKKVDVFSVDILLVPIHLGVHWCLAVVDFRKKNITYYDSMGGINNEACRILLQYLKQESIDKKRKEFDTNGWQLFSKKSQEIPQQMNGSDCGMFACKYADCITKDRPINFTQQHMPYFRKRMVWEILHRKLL
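Test system: human SENP1 catalytic domain; medium: Tris pH 8 buffer plus EDTA, NaCl, BME, BSA, NP40, catalase; incubation: 50 min reaction at room temperature; technique: FRET, CFP and YFP emission; controls: no-enzyme low control and enzyme-plus-DMSO high control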
mIAP block: mouse IAP inhibition | purified mouse IAP, CDP-Star luminescence, 30 min | inhibition, % at 10 µM | 0.2% of 330,000 active;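 active = inhibition of at least 40% at 10 µM in the primary screen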;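 also: plate controls were DMSO with enzyme for no effect and no enzyme wells for full effect; values of inactives mirror those of a sister screen read the other way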
APOBEC3A inh: inhibitors of human APOBEC3A DNA deaminase. P31941. recombinant A3A, FAM/TAMRA ssDNA deamination fluorescence. inhibition, % at 20 µM. 0.41% of 330,000 active. AID 493011;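 active = at least 40% inhibition at 20 µM here, with at most 30% in a related deaminase screen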;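 also: plate controls were A3A with DMSO for no effect and wells lacking A3A enzyme for full effect; some results filed as inactive read as strong as hits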
Target sequence (P31941 whole entry, looked up): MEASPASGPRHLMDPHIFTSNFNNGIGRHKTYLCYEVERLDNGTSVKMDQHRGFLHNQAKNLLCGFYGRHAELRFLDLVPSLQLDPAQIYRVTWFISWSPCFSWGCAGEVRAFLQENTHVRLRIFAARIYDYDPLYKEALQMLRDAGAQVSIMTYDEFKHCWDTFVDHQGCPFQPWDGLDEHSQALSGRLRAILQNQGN
mIAP act: increases mouse intestinal alkaline phosphatase activity | muIAP, CDP-Star luminescence, 30 min; active compounds read high; 1 = vehicle-only enzyme signal, 0 = enzyme-free wells | activation factor at 10 µM | 0.24% of 330,000 active;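 active = activation factor of at least 2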; also: the source names both 10 and 20 µM as test concentration; values of inactives mirror those of a sister screen read the other way
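System: Mouse IAP enzyme | Also added: CDP-Star substrate | Dosing: Compounds dispensed in DMSO | Schedule: 30 min enzyme-substrate-compound incubation at room temperature | Technique: Chemiluminescence readout | Control set: DMSO-only wells and no-enzyme negative control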
* = called active by the depositor; . = not tested or not shown. A portion of the library; the hit share may differ from the screen's.

Abbreviations: A = NALP3 yeast inh; B = hIAP activ; C = hIAP inh; D = MIN6 prolif; E = A3G deaminase; F = SENP1 FRET inh; G = mIAP block; H = APOBEC3A inh; I = mIAP act
O=S(=O)(Nc1nc2ccccc2nc1NCC1CCCO1)c1ccc(F)cc1 (stereo not given)
  A: -3 | B: 0.98 | C: 2 | D: -1 | E: -6 | F: -6 | G: 0 | H: 0 | I: 1
COc1ccccc1CNC(=O)C(CCSC)NS(=O)(=O)c1ccc2c(c1)oc(=O)n2C (stereo not given)
  A: -12 | B: 1 | C: -3 | D: -2 | E: -7 | F: 0 | G: -13 | H: -6 | I: 1.1
COc1ccccc1NC(=O)COc1ccccc1C(=O)Nc1ccccc1
  A: 14 | B: 1.1 | C: -8 | D: -3 | E: -4 | F: 1 | G: 0 | H: 2 | I: 1
O=C(O)COc1ccccc1/C=N/NC(=O)Cc1csc(Nc2cccc(C(F)(F)F)c2)n1
  A: -10 | B: 1 | C: -4 | D: -2 | E: 55* | F: 3 | G: 12 | H: -1 | I: 0.88
O=[N+]([O-])c1cccnc1NCCc1c[nH]c2ccccc12
  A: 45 | B: 0.81 | C: 19 | D: 0 | E: -6 | F: 2 | G: 8 | H: -4 | I: 0.92
Cc1cc(C)nc(SCC(=O)c2ccc3c(c2)OCCO3)n1
  A: 16 | B: 0.96 | C: 4 | D: 0 | E: -6 | F: 1 | G: 4 | H: -4 | I: 0.96
CC(C)c1ccccc1OCC(=O)NCC(c1cccs1)N1CCOCC1 (stereo not given)
  A: 13 | B: 0.99 | C: 1 | D: 3 | E: -7 | F: 0 | G: 1 | H: -6 | I: 0.99
NC(=O)CSc1nnc(-c2cccc(S(=O)(=O)N3CCCCC3)c2)o1
  A: -3 | B: 1.1 | C: -8 | D: -5 | E: -3 | F: 2 | G: -10 | H: -7 | I: 1.1
CC1(C)CC(CC(=O)O)(c2ccccc2)CCO1 (stereo not given)
  A: 15 | B: 1 | C: -4 | D: 2 | E: 0 | F: 0 | G: 7 | H: 6 | I: 0.93
O=C(NCc1ccccc1F)C1CCN(C(=O)Nc2ccc(F)cc2)CC1
  A: 15 | B: 0.99 | C: 1 | D: 0 | E: -8 | F: -1 | G: 0 | H: -3 | I: 1
CCO[C@@H]1OC(C(N)=O)=C[C@H](c2ccc(Br)cc2)[C@H]1CCCO
  A: -4 | B: 0.85 | C: 15 | D: 0 | E: -9 | F: 3 | G: 7 | H: 0 | I: 0.93
O=C(NCc1cccnc1)c1ccc2c(c1)N(Cc1ccccc1)CCS2
  A: 15 | B: 1.1 | C: -7 | D: 1 | E: 1 | F: -1 | G: -5 | H: 7 | I: 1
CC1(C)CC(=O)C=C(Nc2ccccc2F)C1
  A: 22 | B: 0.97 | C: 3 | D: 0 | E: -8 | F: -1 | G: -7 | H: -4 | I: 1.1
Fc1c(F)c(F)c(/C=N/NC(=S)Nc2cccnc2)c(F)c1F
  A: 26 | B: 1.1 | C: -9 | D: -5 | E: -7 | F: 0 | G: 4 | H: -4 | I: 0.96
O=C(CSc1ccsc1[N+](=O)[O-])N1CCN(c2ccccc2)CC1
  A: 12 | B: 1.1 | C: -12 | D: 0 | E: -4 | F: 2 | G: 20 | H: 11 | I: 0.8
O=C(CCCCCNS(=O)(=O)c1ccc(Br)cc1)NCCN1CCOCC1
  A: 14 | B: 0.99 | C: 0 | D: -1 | E: 2 | F: 2 | G: -4 | H: 2 | I: 1
COCCNC(=O)CSc1nc2ccccc2c(=O)n1CCC(=O)N1CCN(c2ccccc2)CC1
  A: 4 | B: 0.97 | C: 3 | D: 1 | E: -11 | F: 3 | G: 8 | H: 1 | I: 0.92
CC(C)Cn1c(=O)c2ccccc2n2c(CCC(=O)NCc3ccccn3)nnc12
  A: 14 | B: 1 | C: -2 | D: -2 | E: -2 | F: -1 | G: 3 | H: 0 | I: 0.97
CCC(=O)N/C(N)=N/c1nc(C)c2cc(OC)ccc2n1
  A: -23 | B: 0.89 | C: 11 | D: -5 | E: 7 | F: -5 | G: 8 | H: 22 | I: 0.92
NC(=O)c1ccc[n+](Cc2ccccc2)c1
  A: 16 | B: 1 | C: -5 | D: 1 | E: 4 | F: 2 | G: 4 | H: 0 | I: 0.96
Clc1ccccc1COc1ccc(/C=N/n2cnnc2)cc1
  A: 30 | B: 1.1 | C: -6 | D: 0 | E: -2 | F: 4 | G: 11 | H: -1 | I: 0.89
COc1cccc(NC(=O)Cn2c(=O)oc3ccccc32)c1
  A: 4 | B: 0.95 | C: 5 | D: 0 | E: 1 | F: 2 | G: -4 | H: 3 | I: 1
COc1ccc(/C(C)=N/NC(=O)c2ccc(N(C)C)cc2)cc1
  A: 7 | B: 1.1 | C: -13 | D: -3 | E: -5 | F: 1 | G: -4 | H: -1 | I: 1
Nc1nc(-c2cccnc2)nn1C(=O)c1ccco1
  A: -14 | B: 0.87 | C: 13 | D: -3 | E: -4 | F: . | G: 2 | H: -1 | I: 0.98
COC(=O)c1ccc(N2C(=O)CC(N3CCN(C(=O)c4ccco4)CC3)C2=O)cc1 (stereo not given)
  A: -1 | B: 0.74 | C: 26 | D: -3 | E: -5 | F: -1 | G: 5 | H: 2 | I: 0.95

Ten structures from above, sorted by formula weight, descending.
Abbreviations: A = NALP3 yeast inh; B = hIAP activ; C = hIAP inh; D = MIN6 prolif; E = A3G deaminase; F = SENP1 FRET inh; G = mIAP block; H = APOBEC3A inh; I = mIAP act
COCCNC(=O)CSc1nc2ccccc2c(=O)n1CCC(=O)N1CCN(c2ccccc2)CC1
  A: 4 | B: 0.97 | C: 3 | D: 1 | E: -11 | F: 3 | G: 8 | H: 1 | I: 0.92
COc1ccccc1CNC(=O)C(CCSC)NS(=O)(=O)c1ccc2c(c1)oc(=O)n2C (stereo not given)
  A: -12 | B: 1 | C: -3 | D: -2 | E: -7 | F: 0 | G: -13 | H: -6 | I: 1.1
COC(=O)c1ccc(N2C(=O)CC(N3CCN(C(=O)c4ccco4)CC3)C2=O)cc1 (stereo not given)
  A: -1 | B: 0.74 | C: 26 | D: -3 | E: -5 | F: -1 | G: 5 | H: 2 | I: 0.95
CC(C)Cn1c(=O)c2ccccc2n2c(CCC(=O)NCc3ccccn3)nnc12
  A: 14 | B: 1 | C: -2 | D: -2 | E: -2 | F: -1 | G: 3 | H: 0 | I: 0.97
O=S(=O)(Nc1nc2ccccc2nc1NCC1CCCO1)c1ccc(F)cc1 (stereo not given)
  A: -3 | B: 0.98 | C: 2 | D: -1 | E: -6 | F: -6 | G: 0 | H: 0 | I: 1
O=C(NCc1ccccc1F)C1CCN(C(=O)Nc2ccc(F)cc2)CC1
  A: 15 | B: 0.99 | C: 1 | D: 0 | E: -8 | F: -1 | G: 0 | H: -3 | I: 1
Cc1cc(C)nc(SCC(=O)c2ccc3c(c2)OCCO3)n1
  A: 16 | B: 0.96 | C: 4 | D: 0 | E: -6 | F: 1 | G: 4 | H: -4 | I: 0.96
Clc1ccccc1COc1ccc(/C=N/n2cnnc2)cc1
  A: 30 | B: 1.1 | C: -6 | D: 0 | E: -2 | F: 4 | G: 11 | H: -1 | I: 0.89
Nc1nc(-c2cccnc2)nn1C(=O)c1ccco1
  A: -14 | B: 0.87 | C: 13 | D: -3 | E: -4 | F: . | G: 2 | H: -1 | I: 0.98
NC(=O)c1ccc[n+](Cc2ccccc2)c1
  A: 16 | B: 1 | C: -5 | D: 1 | E: 4 | F: 2 | G: 4 | H: 0 | I: 0.96

(more compounds)
Abbreviations: A = NALP3 yeast inh; B = hIAP activ; C = hIAP inh; D = MIN6 prolif; E = A3G deaminase; F = SENP1 FRET inh; G = mIAP block; H = APOBEC3A inh; I = mIAP act
COc1cc(/C=N/NC(=O)c2cc(-c3ccccc3Cl)nc3ccccc23)cc(OC)c1O
  A: -1 | B: 1.1 | C: -6 | D: -3 | E: 0 | F: -1 | G: 11 | H: 1 | I: 0.89
CN(C)Cc1cc(O)c(CN(C)C)cc1O
  A: 2 | B: 0.91 | C: 10 | D: -4 | E: -1 | F: 32* | G: 18 | H: 33 | I: 0.81
Cc1cc2nnc(SC3CCOC3=O)n2c2ccccc12 (stereo not given)
  A: -3 | B: 1.3 | C: -28 | D: 1 | E: 6 | F: -2 | G: 8 | H: 1 | I: 0.92
COc1ccc(C(=O)Nn2c(SCC(=O)NC3CCCCC3)nc3ccccc3c2=O)cc1
  A: -8 | B: 0.95 | C: 5 | D: -5 | E: -5 | F: -1 | G: -7 | H: -3 | I: 1.1
C[C@@H]1CN([C@@H](C)CO)C(=O)c2cc(NC(=O)CCN3CCOCC3)ccc2O[C@@H]1CN(C)C(=O)Nc1ccccc1
  A: 12 | B: 1 | C: -2 | D: -3 | E: -5 | F: -2 | G: 1 | H: -5 | I: 0.99

Entries of single compounds, quoted from the list. Order of screens: NALP3 yeast inh | hIAP activ | hIAP inh | MIN6 prolif | A3G deaminase | SENP1 FRET inh | mIAP block | APOBEC3A inh | mIAP act
Entry for `Cc1cc2nnc(SC3CCOC3=O)n2c2ccccc12` (stereo not given) → -3 | 1.3 | -28 | 1 | 6 | -2 | 8 | 1 | 0.92
Entry for `CN(C)Cc1cc(O)c(CN(C)C)cc1O` → 2 | 0.91 | 10 | -4 | -1 | 32* | 18 | 33 | 0.81
